Assay outcomes from PubChem BioAssay.
HCMV antiviral = inhibitors of human cytomegalovirus | activity change, negative = inhibition, % at 57.5 µM | 410,000 tested, 4.5% active | HFF cells, HCMV-luciferase reporter, 72 h; stronger effect = lower value | AID 1259415; in the data active = activity change below about -60%; inconclusive = no clear call, values can overlap the other calls; inactive = above about -39%
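Luciferase read-out from HCMV-luciferase-infected HFFs (MOI 1 PFU/cell) 72 h post infection at 37C; compounds added after 16 h cell attachment; activity normalized between buffer-only basal and Salinomycin (10uM) inhibitor controls.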
HCV inh = HCV inhibition | Huh7.5.1 HCVcc-Cre infection, luciferase reporter, 44 h | Potency, µM (top dose mostly 41.8 µM), for the others: at the highest dose activity change, negative = inhibition, hits mostly inhibitors | 340,000 tested, 3.4% active | AID 651820; also: potency is read from the fitted curve at half-maximal effect
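Cells seeded at 1,000/well and cultured 4 h, then compounds added followed by HCVcc-Cre virus (~0.5 moi). After 44 h further culture, luciferase substrate was added, plates held 15 min at room temperature, and luminescence read for 15 sec.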
LmPK inh = inhibitors of Leishmania mexicana pyruvate kinase; Q27686; 290,000 tested, 0.37% active; AID 1721; Potency, µM (doses to about 57.5 µM), for the others: top-dose activity change, negative = inhibition, usual class: inhibitors; purified LmPK, Kinase-Glo ATP luminescence, 1 h; also: potency is read from the fitted curve at half-maximal effect
Target sequence (Q27686 whole entry, looked up): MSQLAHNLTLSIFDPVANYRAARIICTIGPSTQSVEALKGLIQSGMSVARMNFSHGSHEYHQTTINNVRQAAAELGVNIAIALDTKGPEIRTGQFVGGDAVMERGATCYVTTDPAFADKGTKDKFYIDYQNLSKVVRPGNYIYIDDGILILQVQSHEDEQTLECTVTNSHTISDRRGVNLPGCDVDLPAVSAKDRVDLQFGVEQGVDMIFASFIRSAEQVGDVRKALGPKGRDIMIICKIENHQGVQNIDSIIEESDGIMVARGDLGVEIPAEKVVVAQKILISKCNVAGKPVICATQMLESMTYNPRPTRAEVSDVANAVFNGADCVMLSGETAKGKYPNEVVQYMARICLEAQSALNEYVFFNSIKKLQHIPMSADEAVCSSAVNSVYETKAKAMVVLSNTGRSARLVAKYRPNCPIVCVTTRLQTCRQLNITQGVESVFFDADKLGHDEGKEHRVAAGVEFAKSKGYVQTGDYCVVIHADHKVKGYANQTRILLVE
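Pyruvate kinase activity monitored as ATP production (luciferase luminescence). Conditions: 0.1 nM enzyme, 0.5 mM PEP, 0.1 mM ADP, 1 h, RT; normalized against uninhibited and no-enzyme wells.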
AMA1 RON2 block = AMA1-RON2 (P. falciparum) interaction inhibition; AlphaScreen AMA1-biotinylated RON2 peptide binding; Potency, µM (titrated, usually from 58.2 µM), without a hit: top-dose activity change, negative = inhibition, most hits filed as inhibitors; 360,000 tested, 0.2% active;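 also: potency is read from the fitted curve at half-maximal effect; 0% = vehicle wells and -100% = peptide control; nearly all actives have a fitted effect of over 45% in size; some results filed as inactive show a strong effect at the top dose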
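AMA1 (3D7) with his tag at 25 nM final met compounds first, then biotinylated RON2 peptide at 25 nM; detection used donor plus acceptor beads, 10 µg/mL apiece, read by AlphaScreen after 30 min at room temperature.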
TbPYK inhibitor = T. brucei pyruvate kinase inhibition | AID 624173 | Q57TT1 | Potency, µM (highest dose often 76.8 µM), without a hit: top-dose activity, negative = inhibition, actives largely listed as inhibitors | 410,000 tested, 0.12% active | TbPYK enzyme, Kinase-Glo Plus ATP luminescence, 45 min; also: potency is read from the fitted curve at half-maximal effect; nearly all actives have a fitted effect of over 50% in size
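Luminescence from Kinase-Glo Plus, added after a 45-minute room-temperature reaction, served as the end-point read-out. The enzyme and substrate were preincubated with compound before ADP (130 uM final) initiated turnover. Concentration-effect curves came from normalized qHTS data.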
AmpC inh detg = blocks E. coli AmpC beta-lactamase in detergent assay; AmpC hydrolysis of nitrocefin, absorbance 480 nm, 0.01% Triton; Potency, µM (titrated, usually from 114 µM), for inactives: top-dose activity change, negative = inhibition, usual class: inhibitors; 370,000 tested, 0.041% active; AID 485294;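 also: potency is read from the fitted curve at half-maximal effect; 0% = no-compound wells and -100% = no-enzyme wells; nearly all actives have a fitted effect of over 25% in size; some results filed as inactive show a strong effect at the top dose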
Target sequence (P00811 whole entry, looked up): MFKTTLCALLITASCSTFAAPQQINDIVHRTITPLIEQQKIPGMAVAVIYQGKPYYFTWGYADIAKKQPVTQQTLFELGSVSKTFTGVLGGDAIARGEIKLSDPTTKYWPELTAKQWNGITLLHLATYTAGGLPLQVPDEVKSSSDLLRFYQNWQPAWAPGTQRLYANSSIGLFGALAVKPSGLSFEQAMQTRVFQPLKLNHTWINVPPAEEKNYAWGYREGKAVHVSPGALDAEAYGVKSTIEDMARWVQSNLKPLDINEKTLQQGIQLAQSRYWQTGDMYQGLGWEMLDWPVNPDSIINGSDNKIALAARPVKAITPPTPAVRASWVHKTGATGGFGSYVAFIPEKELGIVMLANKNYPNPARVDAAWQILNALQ
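AmpC (5.3 nM in the dispensed reagent) in 20 mM phosphate pH 7.0 with 0.01% (detergent screen) or 0.0001% Triton X-100 was preincubated with compounds for 15 min at room temperature. Nitrocefin was then added from an 800 uM solution, and hydrolysis was followed at 480 nm.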
AmpC no deterg = blocks E. coli AmpC beta-lactamase in detergent-free assay. P00811. AmpC nitrocefin hydrolysis, absorbance 480 nm, 0.0001% Triton. 330,000 tested, 0.52% active. Potency, µM (doses to about 57.1 µM), for the others: top-dose activity change, negative = inhibition, hits mostly inhibitors;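 also: potency is read from the fitted curve at half-maximal effect; plate controls were no compound for no effect and no enzyme for full effect; nearly all actives have a fitted effect of over 20% in size; some results filed as inactive show a strong effect at the top dose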
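AmpC (5.3 nM in the dispensed reagent) in 20 mM phosphate pH 7.0 with 0.01% (detergent screen) or 0.0001% Triton X-100 was preincubated with compounds for 15 min at room temperature. Nitrocefin was then added from an 800 uM solution, and hydrolysis was followed at 480 nm.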
* marks the source's active call; other numbers are inactive results; ? = inconclusive; / = not tested or not shown; [ ] = another dose, or the depositor's remark. Unless noted, calls follow the shape of the dose curve; as a rule, active = well fitted curve in the direction sought with a large enough effect; inconclusive = small, poorly fitted or top-dose-only effect, or another doubt; inactive = no such curve, though single readings can be large; an effect the other way counts as inactive or inconclusive. Unless noted, % is scaled to controls: 0 for no effect and ±100 for the full control effect.

SMILES | HCMV antiviral | HCV inh | LmPK inh | AMA1 RON2 block | TbPYK inhibitor | AmpC inh detg | AmpC no deterg
O=C(CCl)N1CCCC1c1ccc2c(c1)OCCO2 (stereo not drawn) | ? | ? | -7% | -3% | -19% | -3% | -17%
Cn1cc(/C=N/NC(=O)c2cc3cc(Br)ccc3o2)c2ccccc21 | 8 | 10% | -2% | -1% | -13% | 4% | -38%
CC(=O)N1CCN(C(=O)CNC(=O)c2ccc(C)s2)CC1 | -26 | 21% | / | 7% | -3% | / | /
COc1nc(OCCNC(=O)Nc2ccccc2)nc(N(C)C)n1 | -13 | -6% | -1% | 19% | 0% | -2% | -6%
COc1ccc(C2CC(=O)C(C(c3ccc(O)cc3)C3C(=O)CC(c4ccc(OC)cc4)CC3=O)C(=O)C2)cc1 (stereo not drawn) | / | / | 10% | / | / | 3% | -31%
Cc1ccc(S(=O)(=O)CC(O)CN2CCCC2=O)cc1 (stereo not drawn) | -23 | 18% | -4% | -9% | 4% | -1% | -14%
Cc1oc2ncnc(N3CCCCC3)c2c1C(=O)NCC1CCN(Cc2cccc(F)c2)CC1 | -7 | / | / | / | 2% | 20% | /
CC(OC(=O)c1ccc(O)cc1)C(=O)Nc1ccc(Oc2ccccc2)cc1 (stereo not drawn) | -16 | ? | / | -7% | 0% | / | -40%
COc1ccc(-c2noc(CCCC(=O)Nc3cccc(Cl)c3C)n2)cc1 | -77* | / | / | / | 1% | 22% | /
C=CCn1c(CNC(=O)c2ccco2)nnc1SCC(=O)Nc1cccc(Br)c1 | -6 | 9% | 3% | 1% | -5% | ? | -9%
O=c1c2ccccc2cnn1Cc1n[nH]c(=S)n1-c1ccccc1Cl | -12 | 9% | ? | -11% | ? | -12% | -15%
O=C(Cn1nnc(-c2ccccc2)n1)NCc1ccco1 | 3 | 1% | -11% | 9% | -11% | 1% | -11%
CC(=O)Nc1ccc(NC(=O)C(=O)NCC(c2ccco2)N2CCc3ccccc32)cc1 (stereo not drawn) | -36 | -13% | / | -4% | -4% | -17% | -24%
CC1CCc2c(sc3[nH]c(=S)n(C)c(=O)c23)C1 (stereo not drawn) | 10 | 21% | -11% | 77%[activator] | -37% | -1% | -39%
CN1CCN(CCOc2ccc(Cl)c(Cl)c2)CC1 | 6 | ? | -7% | ? | -10% | -12% | -13%
COc1cc(/C=N/NC(=O)c2ccccn2)ccc1OC(=O)c1cccs1 | 33 | 5% | -6% | 41%[activator] | 1% | ? | 50%
COc1ccc(OC(C)C(=O)Nc2ccc([N+](=O)[O-])cc2)cc1 (stereo not drawn) | -7 | 1% | 10% | -20% | 0% | -12% | -21%
Cc1nc2ccc(S(=O)(=O)NC(CC(C)C)C(=O)O)cc2s1 (stereo not drawn) | -8 | 10% | 2% | 6% | -11% | -5% | -4%
CC(C)NC(=O)N(C)C[C@H]1OCCCC[C@H](C)Oc2ccc(NC(=O)NC3CCCCC3)cc2C(=O)N([C@H](C)CO)C[C@@H]1C | 3 | / | / | -4% | 1% | / | /
O=C(Nc1ccccc1F)C(c1ccccc1)N1Cc2ccccc2C1=O (stereo not drawn) | ? | / | / | / | -4% | 16% | /

Reprinted from the part before: 6 entries, then new ones.
SMILES | HCMV antiviral | HCV inh | LmPK inh | AMA1 RON2 block | TbPYK inhibitor | AmpC inh detg | AmpC no deterg
CN1CCN(CCOc2ccc(Cl)c(Cl)c2)CC1 | 6 | ? | -7% | ? | -10% | -12% | -13%
COc1cc(/C=N/NC(=O)c2ccccn2)ccc1OC(=O)c1cccs1 | 33 | 5% | -6% | 41%[activator] | 1% | ? | 50%
COc1ccc(OC(C)C(=O)Nc2ccc([N+](=O)[O-])cc2)cc1 (stereo not drawn) | -7 | 1% | 10% | -20% | 0% | -12% | -21%
Cc1nc2ccc(S(=O)(=O)NC(CC(C)C)C(=O)O)cc2s1 (stereo not drawn) | -8 | 10% | 2% | 6% | -11% | -5% | -4%
CC(C)NC(=O)N(C)C[C@H]1OCCCC[C@H](C)Oc2ccc(NC(=O)NC3CCCCC3)cc2C(=O)N([C@H](C)CO)C[C@@H]1C | 3 | / | / | -4% | 1% | / | /
O=C(Nc1ccccc1F)C(c1ccccc1)N1Cc2ccccc2C1=O (stereo not drawn) | ? | / | / | / | -4% | 16% | /
CN(CC(=O)Nc1ccc(C#N)cc1)Cc1ccc(Cl)cc1Cl | -21 | -14% | -3% | 3% | -4% | 2% | -2%
CNC[C@@H]1OCc2ccccc2-c2ccccc2C(=O)N([C@@H](C)CO)C[C@@H]1C | 9 | / | / | 13% | -5% | / | /
C=Cc1cccc(NC(=O)COc2ccccc2)c1 | -6 | ? | -1% | 17% | -2% | ? | -7%
COc1ccc(N(Cc2ccc(N(C)C)cc2)C(=O)c2ccc(S(C)(=O)=O)cc2)cc1 | 6 | -26% | 3% | ? | 2% | -7% | 144%[activator]
Cc1ccc2cccc(S(=O)(=O)N3CCN(c4ccccc4F)CC3)c2n1 | -31 | -5% | 4% | -8% | 1% | 8% | -11%
Nc1nc(SCC(=O)Nc2ccc(OC(F)(F)F)cc2)[nH]c(=O)c1NC(=O)c1ccc(Br)o1 | -12 | 18% | 0% | -17% | 0% | -5% | -30%
COc1ccc(NC(=O)c2cc(C(=O)Nc3ccc(OC)cc3OC)cc([N+](=O)[O-])c2)c(OC)c1 | -14 | 3% | -2% | 0% | 3% | 2% | 9%
CCOc1cc(CNCc2ccccn2)ccc1OCC(=O)NC(C)(C)C | ? | ? | -2% | 0% | 10% | -11% | -12%
CCOCCc1nn2c(=O)cc(COC(=O)c3cccs3)nc2s1 | -2 | / | / | / | -7% | -3% | /
CC(c1ccco1)N(Cc1ccco1)C(=O)Nc1ccccc1 (stereo not drawn) | -23 | -2% | -3% | 1% | 1% | -5% | -18%
COc1ccccc1CNC(=O)CCS(=O)(=O)c1ccc2c(c1)CCCN2C(C)=O | 55 | -8% | -3% | -17% | 8% | -13% | 22%
COc1cc(/C=N/NC(=O)CCNC(=O)c2ccccc2Cl)ccc1O | 70 | 4% | 7% | 19% | -1% | -3% | 11%
CCSc1nsc(NC(=O)Nc2ccccc2F)n1 | 16 | ? | -8% | -17% | -5% | ? | -38%
COc1ccc(OCC(=O)N2CCN(Cc3cc(=O)n4nc(-c5ccccc5C)sc4n3)CC2)cc1 | -20 | / | / | / | 1% | -6% | /
COc1ccc(-c2cc3nc(C)cc(N4CC(C)CC(C)C4)n3n2)cc1 (stereo not drawn) | -31 | ? | 1% | -5% | -6% | -12% | -1%
CC(NC(=O)NC12CC3CC(CC(C3)C1)C2)C1CCCO1 (stereo not drawn) | 32 | 11% | 2% | -6% | 5% | -10% | -10%
CS(=O)(=O)c1cc(C(=O)O)cc(NCc2ccccc2)c1Oc1ccccc1 | -21 | / | / | -2% | 0% | / | /
C/C(CC(=O)Nc1cccc(Cl)c1C)=N\NC(=O)C(=O)NCC(C)C | 26 | 18% | 4% | -10%[2.32 µM] | -10% | ? | -32%
CSc1nnc(C)c(=O)n1COC(=O)COc1ccc2ccccc2c1 | 15 | -4% | 2% | 2%[2.32 µM] | -9% | -4% | -16%
C=CCNC(=S)NNC(=O)c1ccc([N+](=O)[O-])cc1 | -31 | 6% | 16% | 49%[activator] | -7% | ? | -24%
C=C(C)Cn1c(=O)n(CC2CS2)c2ccccc21 (stereo not drawn) | ? | 4% | 2% | 6% | -7% | ? | -25%
COc1cc(NS(=O)(=O)c2ccccc2)ccc1-n1nc(C)cc1C | -6 | 5% | -1% | -7% | 9% | 2% | -18%
CCC(=O)N1c2ccc(S(=O)(=O)NCc3ccco3)cc2CC1C (stereo not drawn) | -38 | 5% | 5% | -4% | 1% | 3% | -12%
CCOc1ccccc1NC(=O)CSc1nnc(N)s1 | 9 | / | / | / | -15% | -5% | /
Cc1ccc2cc(C(c3nnnn3Cc3ccccc3)N3CCN(c4ccccc4)CC3)c(=O)[nH]c2c1 (stereo not drawn) | -33 | ? | 7% | -24% | 1% | 5% | -14%
CC(=Nc1ccc2c(c1)CCC2)c1c(O)n(C2CCCCC2)c(=O)[nH]c1=O | -15 | 11% | 1% | -1% | 0% | -14% | -34%
O=C1C(CO)C(CO)C(CO)C1CO (stereo not drawn) | -37 | -3% | / | 13% | 2% | / | /
COc1cccc(Cn2c(-c3cccs3)noc2=O)c1 | ? | -3% | -6% | -3% | -1% | ? | -39%
CCc1ccccc1NC(=O)C1CCCN(c2nn3c(=O)cc(C)nc3s2)C1 (stereo not drawn) | 17 | -2% | -5% | 15% | 1% | -11% | -9%
CNc1oc(/C=C/c2cc(OC)c(OC)c(OC)c2)nc1C#N | 164 | / | / | / | 2% | 14% | /
COc1ccc(NC(=O)CN2C(=O)CSC(C)C2=O)c(OC)c1 (stereo not drawn) | ? | -7% | 1% | -1% | -1% | -2% | -1%
O=C(CCCn1cnc([N+](=O)[O-])n1)Nc1cc(Cl)ccc1O | -1 | 1% | 0% | 5% | -7% | -3% | -17%
CCCC(C)NC(=O)c1sc2nc3n(c(=O)c2c1C)CCC3 (stereo not drawn) | ? | -16% | 0% | 2% | 4% | -2% | -9%
Cc1cc(C)cc(C(=O)OCC(=O)NC(=O)NC2CCCC2)c1 | -23 | -23% | / | -17% | 4% | -3% | -17%
Cc1ccc2cc3cc(C(=O)NCc4ccc5c(c4)OCO5)oc3nc2c1 | 20 | -11% | 1% | -6% | -1% | -11% | -12%

Molecules shown so far with fluorine, in the order listed:
SMILES | HCMV antiviral | HCV inh | LmPK inh | AMA1 RON2 block | TbPYK inhibitor | AmpC inh detg | AmpC no deterg
Cc1oc2ncnc(N3CCCCC3)c2c1C(=O)NCC1CCN(Cc2cccc(F)c2)CC1 | -7 | / | / | / | 2% | 20% | /
O=C(Nc1ccccc1F)C(c1ccccc1)N1Cc2ccccc2C1=O (stereo not drawn) | ? | / | / | / | -4% | 16% | /
Cc1ccc2cccc(S(=O)(=O)N3CCN(c4ccccc4F)CC3)c2n1 | -31 | -5% | 4% | -8% | 1% | 8% | -11%
Nc1nc(SCC(=O)Nc2ccc(OC(F)(F)F)cc2)[nH]c(=O)c1NC(=O)c1ccc(Br)o1 | -12 | 18% | 0% | -17% | 0% | -5% | -30%
CCSc1nsc(NC(=O)Nc2ccccc2F)n1 | 16 | ? | -8% | -17% | -5% | ? | -38%
